Compound activity as filed in PubChem BioAssay.
KCNH2 3.1 block: qHTS for Inhibitors of KCHN2 3.1: Mutant qHTS; activity change, % (tested at about 1.8 µM); U2OS KCNH2 3.1, thallium flux FluxOr; hits give low values; hit rate 0.95% among 340,000; Potassium voltage-gated channel subfamily H member 2, brain isoform KCNH2 3.1 (human);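 active = maximum activity change below -70%; inconclusive = maximum activity change from -70% to -50%; inactive = maximum activity change above -50%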;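 also: thallium influx rate constant from kinetic fluorescence after stimulation buffer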
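Steps: virus added to U2OS suspension (4 h, RT, dark); medium with 10% FBS added, cells plated, 37 C overnight; FluxOr/Red40 loading buffer 45 min RT; stimulation buffer, 2 min kinetic read; rate constant normalized.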
* = called active by the depositor; ? = inconclusive. % is scaled to controls: 0 for no effect and ±100 for the full control effect. The list is partial. The share of hits here may be higher or lower than overall.

structure,KCNH2 3.1 block
NN=C(c1cccc([N+](=O)[O-])c1)c1cccc([N+](=O)[O-])c1,-18
CCCCN1CC(C)(C)[C@H](CC(=O)Nc2ccc(Br)cc2)C1=O,5
COC(=O)C1=C(C(=O)OC)[C@@H]2N(C)c3ccc(OC)cc3[C@@]23C[C@@H](C(=O)OC)N(C(=O)NC2CCCCC2)C3=N1,-28
CCOc1cc2[nH]c(=S)n(CCCN3CCN(C)CC3)c(=O)c2cc1OCC,1
O=C(Cc1ccc([N+](=O)[O-])cc1)N/N=C/c1cccnc1,-16
CCOC(=O)/C=C1/SCC(=O)N1CCOc1cccc(Br)c1,-9
CCNC(=S)Nc1ccc2c(c1)oc1ccccc12,-32
O=C(c1ccco1)N1CCN(c2ccc(Cl)c(Cl)c2)CC1,-17
CC(NC(=O)COC(=O)CN1C(=O)NC2(CCCC2)C1=O)c1ccc(F)cc1 (configuration not stated),9
Oc1ccc(/C=N/Nc2cc(N3CCOCC3)nc(N3CCOCC3)n2)cc1,6

Following part:
structure,KCNH2 3.1 block
C[C@@H]1CCCCO[C@H](CN(C)C(=O)Nc2cccc3ccccc23)[C@@H](C)CN([C@H](C)CO)C(=O)c2cc(NC(=O)c3ccccc3)ccc2O1,-14
CC(=O)OC1(C)C=Cc2ccccc2C1=NS(=O)(=O)c1ccccc1 (configuration not stated),-10
Cc1ccc(CCC(=O)Nc2ccc(Cl)cc2Cl)o1,13
O=C(Cc1c[nH]c2ccccc12)N1CCN(S(=O)(=O)c2ccc(F)cc2)CC1,-11
O=C(NCc1ccco1)c1cccn2c(=O)c3sccc3nc12,-10
C[N+](C)(C)C[C@H](O)CC(=O)O,13
Brc1cc2c(cc1C1OCCCO1)OCO2,?
COc1ccccc1C1OCC(C)(C)CO1,6
CC1=NN(C(N)=S)C(=O)C1N=Nc1ccccc1[N+](=O)[O-] (configuration not stated),1
CN(C)CCCN1C(=O)C(O)=C(C(=O)c2cc3ccccc3o2)C1c1ccccn1 (configuration not stated),12

Other records.
structure,KCNH2 3.1 block
O=c1cc(N/N=C/c2ccccc2)[nH]c(=O)[nH]1,6
C[C@@H]1CN([C@@H](C)CO)C(=O)CCCn2nncc2CO[C@@H]1CN(C)C(=O)Nc1ccc(N2CCN(C)CC2)cc1,-4
Cc1cccnc1NC(=O)Nc1cccc(F)c1,8
COC(=O)c1ccc(Oc2nc3ccccc3n3c(C)nnc23)cc1,9
COc1ccccc1C=NN=C(NN=Cc1ccccc1OC)NN=Cc1ccccc1OC,22
Cc1ccc(S(=O)(=O)N2CCC(C(=O)NCCN3CCOCC3)CC2)cc1,3
Cc1ccc([C@H]2C[C@H](n3cc(COC(=O)c4ccccc4)nn3)[C@@H](O)CN2C(=O)C2CCCCC2)cc1,-28
COc1ccccc1C(=O)NC(=S)Nc1cccc2cc(O)ccc12,-10
O=C(COc1ccc(F)c(Cl)c1)NC(=O)NC1CCCC1,-6
NC1=CC(=O)C(=O)c2ccccc21,4

Next entries.
structure,KCNH2 3.1 block
NS(=O)(=O)c1cccc(NC(=O)COC(=O)c2ccc(S(=O)(=O)N3CCOCC3)cc2)c1,-10
O=C1OC(c2ccccc2)(c2cc(Br)c(O)c(Br)c2)c2ccccc21 (configuration not stated),9
CC(C)=CCc1cc([C@@H]2CC(=O)c3ccc(O)c(CC=C(C)C)c3O2)ccc1O,-7
COc1ccc(CN(CCNC(=O)CCCCC(=O)NCCN(Cc2ccc(OC)cc2)C(C)C)C(C)C)cc1,-23
CC1=C(C(=O)N(C(C)C)C(C)C)CC(CC(=O)NCCc2ccccn2)C(=O)N1Cc1ccccc1 (configuration not stated),12
Cc1ccc([C@H]2C[C@H](n3cc(C4CC4)nn3)[C@@H](O)CN2CC2CCCCC2)cc1,?
Cc1ccc(C(=O)OCC(=O)N2CCC(C)CC2)cc1S(=O)(=O)N1CCOCC1,?
O=C(CS(=O)(=O)c1ccc(Cl)cc1)Nc1nccs1,-5
CC1CCN(C(=O)c2ccc3c(c2)C(=O)c2ccccc2-3)CC1,-3
CC1=C(C/C=C(\C)CCC[C@H](C)CCC[C@H](C)CCCC(C)C)C(=O)c2ccccc2C1=O,-20

Next part:
structure,KCNH2 3.1 block
Nc1ccc(S(=O)(=O)Nc2cc(Cl)c(N)c(Cl)c2)cc1,-10
CSc1ncnc2c1ncn2CCCNCc1ccc2c(c1)OCO2,9
CCOC(=O)C1CCN(C(=O)CCNC(=O)c2ccccc2OC)CC1,13
Cc1ccccc1NC(=O)CNC(=O)N1CC(=O)Nc2ccccc21,-2
Cc1nnc(Sc2nc3c(c(=O)n(C)c(=O)n3C)n2Cc2ccccc2Cl)s1,2
Cc1ccc(OC(=O)N(C)C[C@@H]2OCc3cn(nn3)CCCC(=O)N([C@@H](C)CO)C[C@H]2C)cc1,-70*
Cc1cn(CC(=O)N[C@H](C)c2cccc3ccccc23)c(=O)[nH]c1=O,-7
C1CCc2c(c(N3CCOCC3)nc3sc4c(N5CCOCC5)nnnc4c23)C1,-7
Cc1ccc(C(=O)CCC(=O)CCC(=O)O)cc1,-16
Cc1ccc(S(=O)(=O)N2C[C@H]3[C@H]4C(=O)N(c5ccccc5)C(=O)[C@H]4C[C@H](OC(=O)NC4CC4)[C@@]3(O)C2)cc1,4

Arranged by length of the SMILES (highest first): five of the compounds above.
structure,KCNH2 3.1 block
Cc1ccc(OC(=O)N(C)C[C@@H]2OCc3cn(nn3)CCCC(=O)N([C@@H](C)CO)C[C@H]2C)cc1,-70*
Cc1cn(CC(=O)N[C@H](C)c2cccc3ccccc23)c(=O)[nH]c1=O,-7
C1CCc2c(c(N3CCOCC3)nc3sc4c(N5CCOCC5)nnnc4c23)C1,-7
Nc1ccc(S(=O)(=O)Nc2cc(Cl)c(N)c(Cl)c2)cc1,-10
Cc1ccc(C(=O)CCC(=O)CCC(=O)O)cc1,-16

Next part.
structure,KCNH2 3.1 block
CCOc1ccccc1NC(=O)C(OC(=O)c1cnc(C)cn1)c1ccccc1 (configuration not stated),1
COc1ccc(OC)c(Nc2cc3ccccc3c(=O)[nH]2)c1,41
CC(=NNc1ccccc1)C(C)=NNc1ccccc1,-71*
COc1ccc(CCNC(=O)c2c(O)c3cc(OC)c(OC)cc3[nH]c2=O)cc1OC,10
CNC[C@H]1OCc2ccccc2-c2ccccc2C(=O)N([C@@H](C)CO)C[C@H]1C,1
CC(CCC(=O)O)C1CCC2C3CC(O)C4CC(O)CC[C@]4(C)C3CCC12C (some centres not stated),-2
CCCCCCCCCC1NC(C(=O)O)Cc2c1[nH]c1ccccc21 (configuration not stated),2
CCNC1(C#N)CCN(Cc2ccccc2)CC1,1
O=C1CC2(CCCCC2)Oc2ccc(Cl)cc21,3
C/C(=N\NC(=O)c1nnn(-c2nonc2N)c1CN1CCC(C)CC1)c1ccc(Br)cc1,-12

Reprinted from the part before: 2 compounds, followed by the next part.
structure,KCNH2 3.1 block
O=C1CC2(CCCCC2)Oc2ccc(Cl)cc21,3
C/C(=N\NC(=O)c1nnn(-c2nonc2N)c1CN1CCC(C)CC1)c1ccc(Br)cc1,-12
NC(=O)c1ncn([C@@H]2O[C@H](CNCc3ccc(-c4cc(C(F)(F)F)ccc4Cl)o3)[C@@H](O)[C@H]2O)n1,-7
COC(=O)C(Cc1ccc(O)cc1)NC(=O)Cn1cc(C)c(=O)[nH]c1=O (configuration not stated),17
Cc1ccc2c(c1)C(=C(C#N)C#N)CCN2,4
COc1ccc2c(c1)CC(N1CCN(C)CC1)c1cc(OC)ccc1S2 (configuration not stated),-32
COc1ccc(NS(=O)(=O)c2cccc(C(=O)N/N=C(/C)c3ccc(-n4ccnc4)cc3)c2)cc1,-22
COC(=O)c1ccc(C(=O)OC)c(NC(=O)Cc2cccs2)c1,18
O=C(CNC(=O)c1ccccc1Br)NCC(c1ccco1)N1CCCCC1 (configuration not stated),0
Cc1ccccc1OCC(=O)Nc1nnc(COc2ccccc2)s1,0
O=C(C[C@H]1C[C@@H]2c3cc(NC(=O)Nc4ccccc4F)ccc3O[C@@H]2[C@H](CO)O1)NCc1ccccn1,-2
COc1cc(C(=O)NCCCNC(=O)c2cc(OC)c(OC)c(OC)c2)cc(OC)c1OC,12

(further entries)
structure,KCNH2 3.1 block
CC1([N+](=O)[O-])COC(c2cccc3ccccc23)OC1 (configuration not stated),-2
C=CCNC(=S)N1N=C(c2ccco2)CC1c1ccco1 (configuration not stated),-5
O=C(C1CCCN(S(=O)(=O)c2ccc(F)cc2)C1)N1CCOCC1 (configuration not stated),12
CCOC(=O)C(=Cc1ccccc1)C(=O)c1ccccc1,-13
CC(=O)O[C@@H]1[C@@H](O)[C@@H](O)[C@H](Oc2c(-c3ccc(O)cc3)oc3c(CC=C(C)C)c(O)cc(O)c3c2=O)O[C@H]1C,9
CCOc1ccc(CCN2C(=S)N([C@@H](CC(C)C)CN3CCCC3CN3C(=S)NC[C@@H]3CC(C)C)C[C@@H]2Cc2ccccc2)cc1 (some centres not stated),-2
CCN(CC)c1nc(N(CC)CC)[nH]c(=O)n1,-1
COc1ccc(-c2cc3nc(C)cc(N4CCN(C(=O)c5ccco5)CC4)n3n2)cc1,-13
CCC1NC(=O)c2cccnc2-n2c1nc1cc(OC)c(OC)cc1c2=O (configuration not stated),5
CCOc1cc(/C=N/NC(=O)C(O)(c2ccccc2)c2ccccc2)ccc1OC(=O)c1ccco1,13

Additional results.
structure,KCNH2 3.1 block
COc1ccc(NC(=O)N(O)C2(C#N)CCCCC2)cc1,-3
Cc1ccccc1Sc1ccc(N)cn1,18
COc1ccc(-c2cccc3c2C2CC3CCN2C(=O)OCc2ccccc2)cc1 (configuration not stated),-24
CCN1CCCC1CNC(=O)Cn1cc(C)c(=O)[nH]c1=O (configuration not stated),18
c1cnc2ccc(C(c3nnnn3C3CCCCC3)N3CCN(C4CCCCC4)CC3)cc2c1 (configuration not stated),?
O=C(OCC(=O)N1CCCCCC1)c1cccc(Cl)c1Cl,-6
CCOC(=O)c1cc2c(c(-c3ccccc3)n1)[C@@H](CCO)N(S(=O)(=O)C(C)(C)C)C2,6
CCN(C(=O)C=Cc1ccco1)c1ccccc1,-5
Cc1c(NC(=O)c2nn(C(C)C)c(=O)c3ccccc23)c(=O)n(-c2ccccc2)n1C,-28
COc1ccc(Br)cc1CN1CCN(c2ncccn2)CC1,1

(continued)
structure,KCNH2 3.1 block
C[C@@H]1CCCCO[C@H](CN(C)C(=O)Nc2ccc(C(F)(F)F)cc2)[C@@H](C)CN([C@H](C)CO)C(=O)c2cc(NC(=O)c3ccncc3)ccc2O1,-3
O=C1CC(c2ccccc2)NC(=S)N1 (configuration not stated),-3
COc1ccccc1C=NN=Cc1ccccc1OC,-4
COc1ccc(NC(=O)N(C)[C@H]2C[C@H]3c4[nH]c5ccccc5c4CCN3C[C@H]2[C@H](C)O)cc1,0
COc1ccccc1C(=O)NC(=S)Nc1ccc(N2CCOCC2)cc1,7
O=C(C[C@@H]1C[C@H]2c3cc(NC(=O)C4CCC4)ccc3O[C@H]2[C@@H](CO)O1)NCc1ccc(-c2ccccc2)cc1,-19
COC1OC(COCc2ccccc2)C(N)C(OCc2ccccc2)C1OCc1ccccc1 (configuration not stated),-17
CC(=O)N(C)c1ccc(C=C2C=Cc3ccccc32)cc1,14
CC1(C)CC(=O)C2=C(C1)NC(=O)NC2c1ccccc1Cl (configuration not stated),8
O=S(=O)(CCNCCc1ccccc1)NC1CCCCC1,3

Individual results from the results shown:
CNC[C@H]1OCc2ccccc2-c2ccccc2C(=O)N([C@@H](C)CO)C[C@H]1C @ KCNH2 3.1 block = 1
C[C@@H]1CN([C@@H](C)CO)C(=O)CCCn2nncc2CO[C@@H]1CN(C)C(=O)Nc1ccc(N2CCN(C)CC2)cc1 @ KCNH2 3.1 block = -4
O=C(CNC(=O)c1ccccc1Br)NCC(c1ccco1)N1CCCCC1 (configuration not stated) @ KCNH2 3.1 block = 0
CCOC(=O)/C=C1/SCC(=O)N1CCOc1cccc(Br)c1 @ KCNH2 3.1 block = -9

Remaining list, next part
structure,KCNH2 3.1 block
Cc1ccccc1N1CCN(C(=O)c2cccnc2)CC1,0
N#Cc1cccnc1N1CCN(C(=O)c2ccc3c(c2)S(=O)(=O)c2ccccc2C3=O)CC1,-14
Cc1cc(C)n(-c2nc3c(c(=O)n(C)c(=O)n3C)n2Cc2cccc(Br)c2)n1,-3
COc1ccc(C(=O)NCCN(C)C)c2nc3ccccc3cc12,0
CC(C)C1C(=O)N(Cc2cn(CC3CCCCC3)nn2)CCS(=O)(=O)N1Cc1ccc(-c2ccncc2)cc1 (configuration not stated),5
CCC(C)C(CO)NCCCn1cnc(C(=O)Nc2ccc(C)c(C)c2)n1 (configuration not stated),-35
O=C1C(N2CCOCC2)=Cc2cccc3cccc1c23,5
O=C(N/N=C\c1ccccn1)c1cccc(C(=O)N/N=C\c2ccccn2)n1,-14
CC(C)c1ccccc1OCCCCCN1CCOCC1,9
CS(=O)(=O)Cc1nc2ccccc2n1CC(=O)Nc1cccc(S(=O)(=O)N2CCCC2)c1,1

Next part:
structure,KCNH2 3.1 block
CC1(C)CC(=O)C=C(c2ccc3[nH]ccc3c2)C1,-18
CCc1nnc(NC(=O)c2cc3c(s2)CCCCC3)s1,6
CCN(CC(=O)Nc1ccccc1OC)C(=O)CN1C(=O)NC(C)(c2ccc3ccccc3c2)C1=O (configuration not stated),-5
COC(=O)C1=C(C)NC(=O)NC1c1ccc(OC)c(OC)c1 (configuration not stated),8
COc1ccccc1CNS(=O)(=O)CCNCCc1ccccc1,23
CC1C(=O)N(Cc2cn(Cc3ccco3)nn2)CCS(=O)(=O)N1Cc1ccc(-c2ccccc2)cc1 (configuration not stated),11
O=C(Nc1cccc(-c2cccc(Cl)c2)c1)C1CCN(Cc2nccs2)CC1,-47
O=S(=O)(c1ccc(F)cc1F)N1CCN(CCO)CC1,11
O=C(CCNC(=O)Cn1ccc2ccccc2c1=O)NCCN1CCN(c2ccccc2F)CC1,-7
